Screening results as filed in PubChem BioAssay.
SENP6 inh: SENP6 protease inhibitors, primary screen, biochemical, luminescence, uHTS; Sentrin-specific protease 6 (Homo sapiens), Q9GZR1; Recombinant SENP6 catalytic domain, aminoluciferin luminescence; inhibition, % at 10 µM; 1.8% of 330,000 active;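 active = inhibition above about 50% at the single tested dose, limit read from the data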;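 also: plate controls were DMSO wells with enzyme for no effect and DMSO wells lacking enzyme for full effect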
SENP1 FRET inh: human SENP1 catalytic domain inhibitors, primary screen, biochemical, FRET, uHTS; 0.21% of 360,000 active; Sentrin-specific protease 1 (Homo sapiens), Q9P0U3; recombinant SENP1 catalytic domain, CyPet-SUMO1-YPet FRET cleavage; inhibition, % at 10 µM; AID 624204, 2012;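 active = inhibition at least 30% at 10 µM, raw YFP signal under a set limit, fluorescence ratio 0.5 to 1.5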;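 also: 0% = enzyme with DMSO and 100% = no enzyme wells; some results filed as inactive read as strong as hits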
Target sequence (Q9P0U3 419-644 limits assumed): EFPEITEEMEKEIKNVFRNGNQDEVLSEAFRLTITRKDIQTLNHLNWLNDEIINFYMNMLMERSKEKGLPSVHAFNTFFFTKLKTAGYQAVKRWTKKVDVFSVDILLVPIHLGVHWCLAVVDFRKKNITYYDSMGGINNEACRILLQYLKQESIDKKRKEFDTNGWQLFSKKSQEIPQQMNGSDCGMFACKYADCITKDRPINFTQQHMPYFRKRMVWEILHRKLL
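Assay system: hSENP1 catalytic domain, recombinant. Amount: SENP1 enzyme, 20 pM final. Schedule: 50 min reaction, RT, dark. Technique: FRET, CFP and YFP emission. Control set: no-enzyme wells low, DMSO-plus-enzyme wells high control.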
SENP8 inh: human SENP8 protease inhibitors, primary screen, biochemical, fluorescence, Nedd8 protein substrate, uHTS. AID 602440, 2012. recombinant SENP8. Sentrin-specific protease 8 (Homo sapiens), Q96LD8. inhibition, % at 20 µM. 0.64% of 360,000 active; in the data active = inhibition mostly above about 40%, no sharp cut-off; inactive = mostly below about 27%
Target sequence (Q96LD8 whole entry, looked up): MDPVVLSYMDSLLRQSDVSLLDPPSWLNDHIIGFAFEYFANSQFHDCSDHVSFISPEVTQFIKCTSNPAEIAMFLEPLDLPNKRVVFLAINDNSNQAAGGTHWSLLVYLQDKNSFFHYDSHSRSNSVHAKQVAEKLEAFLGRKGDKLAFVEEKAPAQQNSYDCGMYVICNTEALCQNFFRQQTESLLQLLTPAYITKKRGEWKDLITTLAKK
GRIN3A LBD mod: binders of NR3A ligand-binding domain, primary screen, biophysical, differential scanning fluorimetry, uHTS; NR3A LBD differential scanning fluorimetry, Tm shift; 0% = protein alone, 100% = glycine-bound protein; Tm shift relative to glycine control, % at 25 µM; 2.5% of 340,000 active; AID 1259313, 2017;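 active = melting temperature shift of at least 10% of the positive control shift, at one fixed dose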
ATG4B inh: ATG4B protease inhibitors, primary screen, biochemical, fluorescence, uHTS; ATG4B cleavage of LC3-PLA2, NBD-HPC fluorescence, 1 h; inhibition, % at 8.33 µM; 0.51% of 340,000 active; AID 504462, 2011; Cysteine protease ATG4B (Homo sapiens), Q9Y4P1; in the data active = inhibition above about 40%
Target sequence (Q9Y4P1 whole entry, looked up): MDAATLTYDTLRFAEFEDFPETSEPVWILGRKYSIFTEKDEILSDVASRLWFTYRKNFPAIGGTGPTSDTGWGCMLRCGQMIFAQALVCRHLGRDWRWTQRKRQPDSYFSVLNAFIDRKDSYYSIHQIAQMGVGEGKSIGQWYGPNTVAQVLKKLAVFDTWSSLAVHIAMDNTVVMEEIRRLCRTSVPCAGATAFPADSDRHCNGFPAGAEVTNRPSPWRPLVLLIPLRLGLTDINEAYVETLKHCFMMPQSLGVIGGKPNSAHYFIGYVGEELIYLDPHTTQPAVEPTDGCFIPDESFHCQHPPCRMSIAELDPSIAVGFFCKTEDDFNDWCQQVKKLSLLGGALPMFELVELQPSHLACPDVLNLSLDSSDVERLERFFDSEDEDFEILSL
hIAP act: human IAP activators, primary screen, biochemical, luminescence, uHTS; activation factor at 10 µM; Intestinal-type alkaline phosphatase (Homo sapiens), P09923; purified human IAP, CDP-Star luminescence, 30 min; hits give high values; 1 = vehicle-only enzyme, 0 = enzyme-free background; 0.16% of 330,000 active;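 active = activation factor of the enzyme at least 2-fold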; also: the source names both 10 and 20 µM as test concentration; values of inactives mirror those of a sister screen read the other way
MPTP block: mitochondrial permeability transition pore inhibitors, primary screen, biochemical, isolated mouse mitochondria, absorbance; AID 602449, 2012; inhibition, % at 10 µM; 1.4% of 360,000 active; Ca2+ swelling absorbance, 30 min;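 active = inhibition of 50% or more, scaled per plate between neutral and stimulator controls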;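 also: 0% = DMSO wells given calcium and 100% = 1 mM EGTA wells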
PfG6PD inh: PfG6PD enzyme inhibitors, primary screen, biochemical, fluorescence intensity, uHTS; glucose-6-phosphate dehydrogenase-6-phosphogluconolactonase (Plasmodium falciparum 3D7); PfGluPho enzyme, NADPH resazurin-diaphorase fluorescence; inhibition, % at 20 µM; 0.78% of 350,000 active;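 active = inhibition reaching at least a set limit at 20 µM in the primary screen, cut at about 59% in these data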;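 also: 0% = DMSO wells with substrate and 100% = DMSO wells lacking glucose-6-phosphate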
* = called active by the depositor; i = inactive; . = not tested or not shown.

SMILES	SENP6 inh	SENP1 FRET inh	SENP8 inh	GRIN3A LBD mod	ATG4B inh	hIAP act	MPTP block	PfG6PD inh
CC12CCC(C/C1=N/O)C2(C)CBr (configuration not stated)	-13	1	15	-1	-8	0.97	2.8	2
Cc1ccc(-c2nc3nc4ccccc4nc3n2Cc2ccco2)cc1	30	-24	-461	2	-13	0.97	1.4	19
CC1CCCC/C1=N\NC(=S)Nc1cccnc1 (configuration not stated)	-10	0	1	-1	7	0.93	-0.5	8
CC1(C)Oc2ccc3ccc(=O)oc3c2/C(=C/Nc2ccccc2)C1=O	12	-10	21	-12	7	0.96	0.7	7
CCCn1c(N)c(C(=O)CSc2nnc3n2CCCCC3)c(=O)n(C)c1=O	0	0	3	1	-9	0.98	-0.8	11
Cc1nc2ccccc2n1CC(=O)N/N=C/c1cccs1	0	1	13	-5	-6	1.1	0.3	4
CCc1ccc(NC(=S)/N=C(\N)Nc2nc(C)c3cc(CC)ccc3n2)cc1	7	-2	-5	-3	-5	1.1	2.3	-4
O=S(=O)(O)c1ccc(O)c2cc(Nc3ccccc3)ccc12	.	-76	-497	-8	35	.	1.6	39
CCn1c(COc2cccc(C)c2)nc2ccccc21	24	3	22	0	10	0.99	2.9	-2
Cc1c(C(C)(C)O)[nH]c2ccc(C#N)cc12	-10	-1	-34	1	-9	0.96	0.1	-11
O=C(COC(=O)C1CCC(=O)N1)Nc1cccc([N+](=O)[O-])c1 (configuration not stated)	-7	3	15	2	4	0.96	-0.5	-16
COc1cccc(C(C2C(=O)CC(C)(C)CC2=O)C2C(=O)CC(C)(C)CC2=O)c1	-42	2	2	8	-2	1	1.3	-5
COc1ccc(OCC(=O)Nc2ccc3c(c2)C(=O)NC3=O)cc1	-9	-1	1	-1	-10	1.1	0.5	1
CCNC(=S)N/N=C/c1c(Cl)cccc1Cl	5	1	14	-1	-9	1.2	2.2	2
COc1cc(NC(=S)NCCc2ccccc2)c(OC)cc1NC(=O)C(C)C	-7	2	18	-6	-9	1.1	2.2	11
Cn1c2c(c(=O)n(C)c1=O)C(c1cccc(F)c1)C(C#N)=C(N)O2 (configuration not stated)	8	0	11	1	8	1	1.8	8
COC(=O)/C=C1/N/C(=N\c2nc(C)cc(C)n2)N(c2ccccc2)C1=O	8	-8	12	1	3	1.2	4.0	-12
Cc1ccc(C)c(NC(=O)c2nc(Cl)ccc2Cl)c1	7	1	2	0	-4	0.93	-1.0	6
O=C(N/N=C/c1cccc2cccnc12)c1ccccc1O	3	1	-68	-6	-3	1.5	2.4	45
COCCn1c(SCC(=O)N2CCOCC2)nnc1-c1ccncc1	-36	0	10	-2	-2	1	-0.1	-9
O=C(N/N=C/c1ccoc1)c1ccc([N+](=O)[O-])cc1	-2	0	7	-2	-7	1.1	-2.2	8
Cc1cccc(C)c1NC(=O)CN1C(=O)S/C(=C\c2cccn2-c2cccc(C(=O)O)c2)C1=O	-13	-7	0	0	47*	0.97	0.8	-32
Nc1ccc2c(c1)C(=O)c1cc(N)c(Cl)cc1-2	.	-17	15	1	4	.	-0.5	8
Cc1nc2ccc(NC(=O)c3cccs3)cc2c(=O)n1Cc1ccc(Cl)cc1	-1	2	-3	8	-17	1	-0.7	15
O=C(OCc1ccccc1)N1CCC2CC1c1c(Cl)cccc12 (configuration not stated)	.	-2	3	-1	9	.	0.1	-21
Cc1ccc(CCC(=O)Nc2cc(Cl)ccc2Cl)o1	-13	-8	7	0	8	1	3.0	-7
CCCCOc1cccc(NC(=O)CSc2nccn2C)c1	19	3	-2	1	-20	0.84	-1.3	13
CCOC(=O)C1CCCN(c2oc(-c3ccc(OC)cc3)nc2C#N)C1 (configuration not stated)	12	2	-425	0	0	0.88	-2.2	7
CC(C)(C)C(=O)Nc1cc2c3c(c1)CCC(=O)N3CCC2	-3	1	7	0	-6	0.89	-1.7	-4
O=C(/C=C/c1ccc(Cl)cc1)N1CCN(c2ccc(Cl)cc2[N+](=O)[O-])CC1	-25	3	43*	-3	2	0.85	7.3	15
Cc1cc2cc(CN(CC3CCCO3)C(=O)c3cnccn3)c(=O)[nH]c2cc1C (configuration not stated)	-3	2	-24	-1	6	1.1	6.1	-3
CC(=O)c1ccc(N2CCN(C(=O)/C=C/c3cccs3)CC2)cc1	1	3	-3	0	-6	0.89	-1.2	0
COc1ccc(S(=O)(=O)NC(C)C(=O)Nc2ccccc2F)cc1 (configuration not stated)	-7	-2	2	2	-3	0.96	0.0	12
CS(=O)(=O)N(CC(=O)N1CCN(c2ccc(F)cc2)CC1)c1ccc(F)c(Cl)c1	2	-1	6	0	-13	0.83	-0.2	-6
CCOC(=O)CC1COCCN1Cc1cn[nH]c1-c1cc(OC)c(OC)c(OC)c1 (configuration not stated)	1	0	22	-1	0	1.1	2.2	-1
CCOc1ccc2oc(C(=O)OCC(=O)N3CCCC(C)C3)c(C)c2c1 (configuration not stated)	-8	-4	i	-2	-4	0.81	-0.1	-11
Cn1cc(C(=O)NCC2COc3ccccc3O2)c(=O)c2cc(S(=O)(=O)N3CCCCC3)ccc21 (configuration not stated)	-22	2	6	-11	-26	0.98	1.7	6
CC1CC(C)CN(CCOc2ccc(Cl)cc2Cl)C1 (configuration not stated)	-6	1	6	-1	-8	0.89	-0.2	-17
COc1ccc(-c2n[nH]c(=S)n2Cc2ccco2)cc1	-8	-1	-8	0	-1	0.95	1.5	36
O=C(/C=N/O)NCc1ccncc1	6	0	13	1	-5	0.95	-2.2	-6
O=C(NNc1c2ccccc2nc2ccccc12)c1ccc(O)cc1	-9	-52	-152	0	-19	0.8	6.0	7
CC(=O)Nc1ccc(NC(=O)/C=C/c2ccccc2)cc1	-2	-1	7	6	-2	0.91	-0.5	-4
O=C(Nc1cc(F)ccc1F)C1CCCN(c2ncnc3c2nc2n3CCCCC2)C1 (configuration not stated)	-2	3	-1	2	-5	1	-0.2	22
c1ccc(-c2ccccc2OCCn2cncn2)cc1	-17	2	28	0	8	0.87	2.2	-8
Cc1cc([N+](=O)[O-])ccc1NC(=O)C(C)N1CCN(c2ccccn2)CC1 (configuration not stated)	-13	1	14	1	1	0.99	2.1	3
CC(C)Cc1ccc(CN2CCCC(NC(=O)CCN3CCOCC3)C2)cc1 (configuration not stated)	8	0	6	4	4	1.3	0.8	5
Nc1nc(NC(=O)/C=C/c2ccccc2)nn1-c1ccccc1	-7	-1	21	-20	-2	1.3	-1.1	0
COC(=O)C1=C(C)N(Cc2ccccc2)C(=S)N[C@H]1c1cccc(F)c1	6	2	-2	-33	2	0.83	-0.2	-11
Cc1c(Cc2ccccc2)c(=O)oc2cc(O)ccc12	6	-121	-435	-5	-11	1.1	12	-14
COc1ccc(/C=C/C(=O)Nc2cccnc2Cl)cc1	89*	2	-17	1	5	1	0.2	-7
CCCCCCCCC/C(=N\O)c1ccccn1	42	0	18	-16	10	1.4	5.3	-23
COc1ccc(CCNC(=O)Cn2c(-c3nonc3N)nc3ccccc32)cc1OC	-4	-22	-1	-2	-13	1	0.3	-2
O=S(=O)(NCC1CCCO1)c1ccc(S(=O)(=O)N(Cc2ccc(F)cc2)C2CCCCC2)cc1 (configuration not stated)	-9	1	3	-9	-7	1.1	0.6	4
Cc1noc(C)c1NC(=O)Nc1ccc2c(c1)CC(=O)N([C@H](C)CO)C[C@@H](C)[C@H](CN(C)CC1CCCCC1)O2	2	0	10	5	0	1.1	0.9	2
Cc1ccnc(NC(=O)CCC(=O)N(CC(=O)NC2CCCCC2)CC2CCCO2)c1 (configuration not stated)	-9	-2	27	-2	-3	1.2	-1.3	12
NNC(=O)c1nn(-c2ccc(Cl)cc2)cc1O	-11	-5	-409	0	-1	1.2	-0.6	-17
COc1ccc(NC(=O)C2CCC(C(C)(C)C)CC2)cc1S(=O)(=O)N1CCOCC1 (configuration not stated)	-4	-16	12	-3	-9	0.89	-1.4	12
O=c1oc2c3c4c(cc2c(C(F)(F)F)c1CCN1CCOCC1)CCCN4CCC3	-4	-25	-82	-1	-12	0.93	1.5	-2
Cc1noc(C)c1S(=O)(=O)N(C)C[C@H]1Oc2ccc(NC(=O)NC(C)C)cc2C(=O)N([C@H](C)CO)C[C@@H]1C	-5	1	11	1	-1	1.1	0.2	-13
CC1CC(C)CN(C(=O)COC(=O)c2ccc3ccccc3n2)C1 (configuration not stated)	-8	1	4	0	-11	1	-0.8	8

The results go on.
SMILES	SENP6 inh	SENP1 FRET inh	SENP8 inh	GRIN3A LBD mod	ATG4B inh	hIAP act	MPTP block	PfG6PD inh
COCCC1CCCCN1C(=O)c1cccc(OC2CCN(S(C)(=O)=O)CC2)c1 (configuration not stated)	-10	1	26	3	3	1.2	0.3	0
C=C(C)CN(CC)C(=O)CN1C(=O)NC2(CCc3ccccc32)C1=O (configuration not stated)	-6	-5	16	1	2	1.2	0.3	-12
Cc1cccc(NC(=O)[C@H](C)NC(=O)[C@@H]2Cc3ccccc3CN2C(=O)OC(C)(C)C)c1	-8	-5	9	0	-3	1.1	-0.8	21
COc1ccc(CNC(=O)C(C)OC(=O)CN2C(=O)COc3ccccc32)cc1 (configuration not stated)	-19	2	8	1	-7	0.94	0.7	-1
CCCCNc1nc2ccccc2nc1NS(=O)(=O)c1cccs1	5	-15	-485	-6	-9	1	1.7	-21
CCN(CC)C(=O)n1c(Cc2ccccc2)nc2ccccc21	20	3	12	1	3	1.1	0.7	-30
Cc1ccc(S(=O)(=O)Nc2ccc(-c3csc(-c4ccccc4)n3)cc2)cc1	-24	1	-1	24*	6	0.94	4.1	4
CCOC(=O)C1=C(C)N(C[C@@H]2CC[C@@H](Cc3ccc(-c4ccccc4)cc3)O2)C(=O)NC1C1CC1 (some centres not stated)	.	-1	11	3	-7	.	0.2	19
COc1ccc(CN2CCN(S(=O)(=O)c3ccc(NC(C)=O)cc3)CC2)cc1	7	-1	-1	1	-4	1	3.5	-18
Cc1nc2ccccc2cc1C(=O)NCc1ccccc1	-14	1	9	1	6	1.1	14	12
C[C@H](NC(=O)c1ccccc1)C(=O)OCC(=O)Nc1ccc2c(c1)OCO2	-26	0	4	-3	-3	1.1	0.2	2
CC(=O)N1CCSc2ccc(S(=O)(=O)Nc3ccccc3C)cc21	-3	2	2	-6	4	0.83	0.7	-4
